Screening data deposited in PubChem by several laboratories.
SMARCA2 activ = SMARCA2 (BRM) function activators, primary screen, cell-based, luminescence, high throughput | AID 652017, 2013 | MG213 cells, MMTV-luciferase reporter, dexamethasone, overnight | activation, % at 9.1 µM | 1% of 370,000 active; in the data active = activation above about 7.8%;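 note: 0% = vehicle wells and 100% = reference activator wells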
hcDAF-12 act = H. contortus DAF-12 nuclear receptor activators, primary screen, cell-based, luminescence, HEK293, lit1-tk-luc reporter | HEK293 hcDAF-12 lit1-tk-luc reporter; 0% DMSO, 100% Δ7-dafachronic acid | activation, % at 6.8 µM | 1.4% of 370,000 active | AID 652067, 2013;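 active = activation above the mean of all tested compounds plus 3 SD, cut at about 5.5% in these data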;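 note: 100% = response to 3 µM Δ7-dafachronic acid high control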
DAX1 inh-1 = DAX1 (NR0B1) inhibitors, primary screen, cell-based, HEK293, Gal4-DAX1, luciferase luminescence. AID 504766, 2011. 0.99% of 340,000 active. HEK293 Gal4-DAX1 luciferase reporter. inhibition, % at 6.75 µM;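 active = inhibition above the mean over all tested compounds plus 3 SD, cut at about 4.2% in these data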;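 note: 0% = DAX1-transfected cells with DMSO and 100% = empty-vector control cells with DMSO; inhibition shows as a rise in luminescence from relieved DAX1 repression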
Target sequence (P51843 207-470 limits assumed): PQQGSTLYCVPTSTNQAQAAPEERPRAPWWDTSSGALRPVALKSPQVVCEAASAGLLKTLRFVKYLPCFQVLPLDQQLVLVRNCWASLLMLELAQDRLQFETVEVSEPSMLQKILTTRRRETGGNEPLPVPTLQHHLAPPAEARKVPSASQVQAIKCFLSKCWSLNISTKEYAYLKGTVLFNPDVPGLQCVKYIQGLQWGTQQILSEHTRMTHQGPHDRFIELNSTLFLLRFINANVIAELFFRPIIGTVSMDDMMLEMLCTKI
FXN GAA850 act = FXN promoter activators, primary screen, cell-based, luciferase luminescence, HEK293 lucGAA850. HEK293 lucGAA850 FXN promoter luciferase reporter, 24 h; percent of 10 µM SAHA response. activation, % at 6 µM. 0.56% of 360,000 active. AID 540364, 2011;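 active = activation above the average of all compounds screened plus 3 SD, cutoff fixed separately per campaign, cut at about 7.5% in these data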;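 note: 0% = DMSO wells and 100% = 10 µM SAHA wells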
sPLA2-III inh = human group III sPLA2 inhibitors, primary screen, biochemical, QFRET, BODIPY PC-A2 liposome substrate; QFRET BODIPY PC-A2 liposome hydrolysis, fluorescence; inhibition, % at 12.2 µM; Group 3 secretory phospholipase A2 (Homo sapiens), Q9NZ20; 0.56% of 370,000 active;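 active = inhibition above mean plus 3 SD of compounds lying within the high and low control bounds, cut at about 19% in these data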;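 note: 0% = median of test compound wells and 100% = no enzyme DMSO wells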
PG9 binder = binders of HIV-1 gp120 antibody PG9, primary screen, biochemical, TR-FRET. HIV-1 gp120 / PG9 antibody interaction. TR-FRET gp120-PG9 antibody binding. inhibition, % at 6.7 µM. 0.43% of 360,000 active. AID 624416, 2012; in the data active = inhibition above about 8.5%
PLCb3 inh = human PLC-beta3 inhibitors, primary screen, biochemical, fluorescence; Purified PLC-beta3, fluorogenic substrate; inhibition, % at 12.2 µM; 0.18% of 370,000 active; AID 720704, 2013; in the data active = inhibition above about 11%;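 note: 0% = median of compound wells on plate and 100% = full blocker control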
ssDAF12 agonist = S. stercoralis DAF-12 nuclear receptor activators, primary screen, cell-based, luminescence, HEK293, GRIP1 co-expression, lit1-tk-luc | activation, % at 6.8 µM | HEK293 ssDAF-12/GRIP1 lit1-tk-luc reporter; % of 3 µM dafachronic acid response | AID 652126, 2013 | 1% of 370,000 active;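 active = activation above the mean over all tested compounds plus 3 SD, cut at about 0.9% in these data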;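 note: 0% = DMSO-only wells and 100% = 3 µM delta7-dafachronic acid wells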
hgDAF-12 ag = H. glycines DAF-12 receptor agonists, primary screen, cell-based, luminescence, HEK293, GAL4 fusion, UAS-luciferase. HEK293 GAL4-hgDAF12 UAS-luciferase reporter, agonist luminescence; normalized to butyrate control. activation, % at 6.8 µM. 1.8% of 370,000 active;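 active = activation above a cutoff set at the mean of all screened compounds plus 3 SD, cut at about 10% in these data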;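 note: 0% = DMSO wells and 100% = sodium butyrate wells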
NR1D1 modulator = modulators of Rev-erb alpha DNA binding, primary screen, biochemical, FITC-DNA, fluorescence polarization, uHTS | Nuclear receptor subfamily 1 group D member 1 (Homo sapiens), P20393 | Rev-erbα–FITC-DNA binding, 90 min | activity, % at 10 µM | 0.79% of 370,000 active;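 active = activity above about 14%, limit read from the data; passing the limit was not always enough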;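 note: 0% = DMSO wells with 35 nM protein and 100% = DMSO wells with 750 nM protein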
Target sequence (P20393 whole entry, looked up): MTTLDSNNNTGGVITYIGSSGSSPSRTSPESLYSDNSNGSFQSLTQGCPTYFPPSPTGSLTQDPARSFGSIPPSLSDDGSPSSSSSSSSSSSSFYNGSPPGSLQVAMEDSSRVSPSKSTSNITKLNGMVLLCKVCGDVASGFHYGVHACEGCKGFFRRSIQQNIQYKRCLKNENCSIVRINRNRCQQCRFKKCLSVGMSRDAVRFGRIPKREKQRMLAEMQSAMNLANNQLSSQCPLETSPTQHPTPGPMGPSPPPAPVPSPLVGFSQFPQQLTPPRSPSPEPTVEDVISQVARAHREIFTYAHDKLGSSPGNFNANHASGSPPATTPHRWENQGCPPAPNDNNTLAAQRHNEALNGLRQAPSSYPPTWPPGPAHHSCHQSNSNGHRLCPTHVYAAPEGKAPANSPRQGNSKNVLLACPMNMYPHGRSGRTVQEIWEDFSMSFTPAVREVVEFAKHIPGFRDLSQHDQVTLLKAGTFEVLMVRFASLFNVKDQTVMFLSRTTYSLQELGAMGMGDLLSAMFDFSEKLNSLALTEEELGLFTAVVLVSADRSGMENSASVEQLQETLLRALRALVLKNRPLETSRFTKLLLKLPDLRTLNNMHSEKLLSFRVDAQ
DAX1 inh-2 = DAX1 (NR0B1) inhibitors on StAR promoter, primary screen, cell-based, luminescence, SF-1 (NR5A1), full-length DAX-1; AID 652010, 2013; HEK293T StAR-luciferase reporter, SF-1/DAX-1 repression relief; 1.1% of 370,000 active; inhibition, % at 6.8 µM;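 active = inhibition above the mean over all tested compounds plus 3 SD, cut at about 3.6% in these data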;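 note: 0% = DAX-1 cells with DMSO and 100% = cells lacking DAX-1 with DMSO; higher inhibition means more luminescence from relief of DAX-1 repression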
An asterisk follows results filed as active; i = inactive; x = not tested or not shown.

SMILES	SMARCA2 activ	hcDAF-12 act	DAX1 inh-1	FXN GAA850 act	sPLA2-III inh	PG9 binder	PLCb3 inh	ssDAF12 agonist	hgDAF-12 ag	NR1D1 modulator	DAX1 inh-2
O=C(Nc1ccccc1)NC1CC2CCC(C1)N2Cc1nnnn1Cc1ccc2c(c1)OCO2 (stereo unspecified)	-2	-1.5	1.3	-0.4	-2	1.9	1	-1.5	-1.8	2	-1.0
C#CCn1c(=NC(=O)CN2C(=O)CCC2=O)sc2cccc(C)c21	2	-2.4	1.3	0.9	2	-0.5	3	-1.6	-2.3	-4	-0.3
O=C(CC(=O)NCc1ccccc1)NCc1ccccc1	-3	0.7	0.0	2.1	1	0.9	-7	-1.1	0.1	2	0.0
CNC(=S)N1CCC(NC(=O)C(Cc2ccccc2)NC(C)=O)CC1 (stereo unspecified)	0	-0.8	1.1	2.0	1	1.4	3	-0.9	-0.2	-7	0.0
C=CCN(C(=O)c1ccc2c(c1)nnn2C)c1ccccc1	-1	-1.9	1.7	-0.9	0	0.4	-1	-0.7	-1.5	0	-0.4
COc1cc(CNn2c(C)n[nH]c2=S)cc(Cl)c1OCc1ccccc1	-3	-1.0	-0.4	-0.9	10	-2.9	2	-1.6	-4.2	-5	0.3
CCOC(=O)C1CSCCS(=O)(=O)N1Cc1ccc(C)cc1 (stereo unspecified)	6	0.2	x	x	2	-0.2	4	-0.5	-2.3	-8	1.2
Cc1cc(C)cc(-n2nnc(C(=O)NCc3ccc4c(c3)OCO4)c2N)c1	-2	-1.4	0.1	-1.1	-2	-0.6	-1	-1.1	-0.4	4	-0.3
CCOc1cc(/C=N/O)cc(Br)c1OCC	2	-0.3	0.5	0.9	-2	0.4	0	-1.0	-0.2	3	0.0
O=C(O)C1CCC(=O)N(C2CC2)C1c1ccccc1 (stereo unspecified)	-1	-1.3	0.4	1.7	1	0.4	2	-1.2	-2.8	-3	0.0
CC(=O)c1ccc2noc(-c3cccc(C)c3)c2c1	1	0.8	1.9	2.4	-5	1.4	-100	-1.8	2.7	1	0.5
Cc1cccc(-c2cc(C(=O)Nc3ccncc3)c3ccccc3n2)c1	-1	5.0	0.0	2.7	-8	-1.1	-21	0.4	0.5	2	-3.1
Cc1ccc2[nH]c3nc(SCC#N)nnc3c2c1	-3	0.1	-0.9	3.9	1	-0.5	-6	-1.2	-1.2	-1	0.0
CCOc1ccccc1OCC(=O)Nc1ccc(S(=O)(=O)Nc2ncccn2)cc1	-2	-0.9	-1.0	1.4	8	0.6	-1	-1.4	1.8	-3	0.9
O=C(c1ccccn1)N(Cc1ccco1)C1(C(=O)NC2CCCCC2)CCCCC1	-4	-0.7	0.7	1.6	6	0.3	1	-0.3	-0.1	-2	-0.4
O=C(COC(=O)C1CC(=O)N(Cc2ccco2)C1)Nc1nc(-c2ccc(F)cc2)cs1 (stereo unspecified)	2	0.8	-0.2	0.2	11	-2.2	0	-1.0	1.6	1	1.4
CN(C)S(=O)(=O)c1cccc(C(=O)NCCCn2ccnc2)c1	5	-1.7	-0.7	-1.4	4	-0.1	-4	-1.7	-2.1	4	0.1
O=C(Oc1cccc(C(=S)N2CCOCC2)c1)c1cccc([N+](=O)[O-])c1	-1	-2.1	1.3	-0.9	8	-3.0	-3	-1.4	-0.8	-4	-0.3
COC(=O)c1ccccc1NC(=O)CSc1nc(N)cc(N)n1	-1	0.8	0.5	4.7	-7	-0.7	1	-1.0	0.7	-1	-0.6
COc1ccc(-n2c(COc3cccc4cccnc34)nnc2SCC(=O)O)cc1	-1	0.4	1.9	-2.2	-2	-0.7	2	-0.8	-1.0	-7	1.5
COc1cc(OC)cc(C(=O)NCC2CCN(C(=O)C(=O)c3cccs3)CC2)c1	-6	-0.9	x	x	16	-1.3	6	-0.3	0.9	-2	0.4
Cn1nc(C(=O)Nc2ccc(S(=O)(=O)N3CCCCC3)cc2)ccc1=O	-3	-1.9	-1.6	-2.2	-5	-0.8	2	-1.2	-0.8	2	-0.4
COCCn1c(SCC(=O)NC2CCCCC2)nnc1-c1ccco1	-3	0.0	-0.5	1.9	2	-0.7	-2	-1.2	-0.8	5	0.0
CC(C)N(C)c1ncnc2c1ncn2[C@H]1CN(CCN2CCOCC2)C[C@@H](CO)O1	1	-2.4	x	1.2	-2	0.2	2	-1.4	0.8	-7	0.5
COc1cccc(NC(=O)CN(C)CC(=O)NC(C)c2ccccc2)c1 (stereo unspecified)	1	-0.3	2.7	1.2	-6	-0.6	-4	-0.5	-2.1	-1	0.0
CC(C)n1c(=O)[nH][nH]c1=S	-3	0.9	x	1.1	7	-1.1	-9	-1.2	-1.3	1	-0.2
CCc1ccc(NS(=O)(=O)c2cc3[nH]c(=O)c(=O)[nH]c3cc2C)cc1	-3	-2.8	1.2	-1.0	0	2.1	-7	-1.1	0.2	0	-0.1
O=C(NCc1cccnc1)c1cc(S(=O)(=O)N2CCOCC2)c(Cl)cc1Cl	-2	-0.5	-1.6	0.6	6	-1.2	-5	-0.8	1.6	-2	-1.7
Cc1ccc(S(=O)(=O)N2CCCc3ccccc32)cc1C	1	-2.8	-0.9	0.1	-5	-0.4	-5	-1.3	-1.7	8	-0.6
N=c1n(Cc2ccccc2)c2ccccc2n1CC(O)COc1ccccc1 (stereo unspecified)	-2	-1.4	-0.2	-6.0	5	0.1	2	-1.8	-0.8	-4	-1.1
COc1cc(NC(=O)c2cc3ccccc3o2)c(OC)cc1Br	1	1.4	-0.1	17*	-3	0.9	-19	0.2	5.6	20	0.9
CC(C)C(c1nnnn1Cc1cccs1)N1CCN(c2ccccc2)CC1 (stereo unspecified)	2	1.1	0.3	-0.6	2	-2.2	2	-0.7	-0.3	-6	0.0
O=C(Nc1ccc2c(c1)OCCO2)C(c1ccccc1F)n1c(=O)c(-c2cc3ccccc3[nH]2)nc2ccccc21 (stereo unspecified)	-4	2.5	x	x	-13	-0.1	i	-0.6	2.1	2	0.1
CC(Oc1cccc(Cl)c1)C(=O)Nc1ccc(N2CCOCC2)cc1N1CCOCC1 (stereo unspecified)	-3	1.6	-1.7	-1.0	-1	0.8	0	-0.7	-1.0	2	-0.9
COc1cc(/C=C/C(=O)NC2CCCCC2)cc(OC)c1OC	0	-1.9	0.3	-0.8	-2	-0.9	-9	-0.9	2.4	2	-0.5
O=C(CNC(=O)c1ccc(Br)cc1)NC1=NCCS1	5	-0.9	-0.4	-0.4	3	-1.2	-6	-0.4	2.1	-2	0.6
COc1ccccc1NC(=O)c1c([N+](=O)[O-])cnn1C	0	0.9	1.5	0.0	-1	-2.3	-5	-0.8	-0.2	2	1.0
O=C(O)/C=C\C(=O)Nc1ccc(OCc2ccccc2)cc1	-1	0.7	-0.6	-0.1	-1	-0.9	1	-1.3	1.9	3	0.6
c1ccc(-c2nn[nH]n2)nc1	-2	-1.0	0.8	1.4	13	0.8	0	-1.5	0.6	4	-0.1
CCc1ccc(S(=O)(=O)Nc2c(C)nn(C)c2C)cc1	-4	-2.7	-2.3	-4.0	-1	0.7	3	-2.1	-3.6	0	-2.5
CCN(CC(=O)NCc1ccc(F)cc1)CC(O)COCc1cccc(OC)c1 (stereo unspecified)	2	-2.0	-1.1	-0.2	2	-1.1	-1	-0.7	2.6	-5	-1.1
Cc1ccc(/C(O)=C/C(=O)C(=O)NNC(=O)C(O)(c2ccccc2)c2ccccc2)cc1	-1	-0.1	-0.9	1.5	2	-0.7	-5	-1.3	-0.9	3	1.2
Cc1nc(CN2CCC(c3ccccc3)CC2)cc(=O)[nH]1	-5	-0.8	x	0.3	4	1.8	1	-1.6	2.0	-3	-0.2
CSc1nccc(Oc2cncc(Cl)c2)n1	3	-2.0	1.1	1.7	2	-3.5	3	-0.4	5.7	5	-0.5
COC(=O)[C@@]12C[C@@H](CC(=O)NCCC(C)C)C(=O)N(Cc3cccc4ccccc34)C1=CCC(C)(C)C2	-1	-0.8	x	x	-9	-1.2	2	-0.4	1.6	4	0.7
COc1ccccc1NC(CC(=O)c1ccccc1)C(=O)OCC(=O)c1ccc(Br)cc1 (stereo unspecified)	1	20*	0.4	3.6	-20	-1.5	-8	2.1*	23*	2	7.8*
CSc1ccccc1NC(=O)CN1CCCCC1	-1	0.2	1.0	2.3	1	0.8	4	-1.2	2.2	2	0.3
COc1cc(/C=c2/sc3nc(-c4ccccc4)c(-c4ccccc4)n3c2=O)cc(OC)c1OC	-3	0.2	-0.7	0.6	9	-0.7	-7	-1.5	3.2	6	-0.3

Three structures from above, sorted by SMILES length, rising:
SMILES	SMARCA2 activ	hcDAF-12 act	DAX1 inh-1	FXN GAA850 act	sPLA2-III inh	PG9 binder	PLCb3 inh	ssDAF12 agonist	hgDAF-12 ag	NR1D1 modulator	DAX1 inh-2
O=C(CNC(=O)c1ccc(Br)cc1)NC1=NCCS1	5	-0.9	-0.4	-0.4	3	-1.2	-6	-0.4	2.1	-2	0.6
CCOC(=O)C1CSCCS(=O)(=O)N1Cc1ccc(C)cc1 (stereo unspecified)	6	0.2	x	x	2	-0.2	4	-0.5	-2.3	-8	1.2
Cn1nc(C(=O)Nc2ccc(S(=O)(=O)N3CCCCC3)cc2)ccc1=O	-3	-1.9	-1.6	-2.2	-5	-0.8	2	-1.2	-0.8	2	-0.4

Continuation:
SMILES	SMARCA2 activ	hcDAF-12 act	DAX1 inh-1	FXN GAA850 act	sPLA2-III inh	PG9 binder	PLCb3 inh	ssDAF12 agonist	hgDAF-12 ag	NR1D1 modulator	DAX1 inh-2
CC[C@@H](OP(=O)(O)[C@@H](C)N)C(=O)O	-1	-1.5	x	x	5	x	2	-0.8	0.6	3	-0.8
COc1ccc(N2CCN(Cc3nc4c(c(=O)[nH]c(=O)n4C)n3CC(C)=O)CC2)cc1	-2	-1.8	-0.2	-0.5	2	2.0	1	-1.6	1.4	-3	0.5
O=C(O)COCC(=O)N1CCc2c([nH]c3ccccc23)C1C(F)(F)F (stereo unspecified)	-3	0.1	0.1	0.5	-1	-3.0	-2	-1.2	-0.5	3	-0.6
Cc1cccc(NS(=O)(=O)c2cc(C(=O)N3CCCCCC3)ccc2C)c1	-5	-2.5	-0.1	-0.3	-24	-2.6	-3	-0.9	-0.1	1	0.7
O=CNc1c(Cl)cc2c(c1Cl)Cc1cc([N+](=O)[O-])ccc1-2	0	0.8	-0.9	-2.2	-13	-5.2	-34	-0.1	1.1	2	-0.3
C[C@H](NC(N)=O)C(=O)OCC(=O)Nc1ccc(OC(F)F)cc1	0	-1.0	0.2	2.5	6	-0.3	-5	-0.6	0.0	0	0.1
COc1ccc(CN(CCC(c2ccccc2)c2ccc(OC(C)C)cc2)C(=O)CCl)cc1OC (stereo unspecified)	-10	-0.9	-1.6	0.0	-10	-1.6	5	-1.1	-6.0	0	-1.0
